High-throughput results from PubChem BioAssay.
FadD28 FP inh: inhibitors of Mycobacterium tuberculosis FadD28 bisubstrate binding; FadD28 bisubstrate probe binding, fluorescence polarization; inhibition, % at 12.5 µM; 0.22% of 360,000 active; AID 588549; in the data active means inhibition above about 8.5%, passing the limit was not always enough
VHR inh abs: inhibitors of human VHR1 phosphatase (DUSP3); P51452; recombinant VHR phosphatase, pNPP absorbance; inhibition, % at 13.3 µM; 0.52% of 290,000 active; AID 1654; in the data active means inhibition above about 50%; further: some compounds called inactive have numbers as strong as hits
Target sequence (P51452 whole entry, looked up): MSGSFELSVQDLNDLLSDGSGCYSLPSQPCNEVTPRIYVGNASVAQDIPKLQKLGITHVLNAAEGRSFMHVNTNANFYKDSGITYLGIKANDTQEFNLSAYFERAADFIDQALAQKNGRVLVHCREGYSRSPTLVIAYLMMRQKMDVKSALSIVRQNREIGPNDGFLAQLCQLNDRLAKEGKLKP
BoNT F protease: blocks Botulinum neurotoxin F light chain protease. Multiplex microsphere protease cleavage assay, flow cytometry. inhibition, % at 10 µM. 0.22% of 360,000 active. AID 588497; in the data active means inhibition above about 35%, passing the limit was not always enough; further: plate controls were buffer without enzyme for full effect and enzyme alone for no effect
MazEF act: increases E. coli MazEF RNase cleavage of RNA | P0AE70 | FAM/BHQ RNA-DNA oligo cleavage fluorescence, 5 h | activation, % at 20 µM | 0.32% of 350,000 active | AID 504720; in the data active means activation above about 50%
Target sequence (P0AE70 whole entry, looked up): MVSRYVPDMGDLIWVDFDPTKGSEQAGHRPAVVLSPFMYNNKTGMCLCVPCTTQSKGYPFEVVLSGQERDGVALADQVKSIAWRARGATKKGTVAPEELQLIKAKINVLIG
Mtb UGM inh: blocks M. tuberculosis UGM enzyme; purified UGM, fluorescence polarization probe displacement; inhibition, % at 10 µM; 0.06% of 320,000 active; AID 504406; in the data active means inhibition above about 10%, passing the limit was not always enough
Mtb BioA inh: BioA (M. tuberculosis) enzyme inhibition. purified M. tuberculosis BioA enzyme, plate reader. AID 602481. inhibition, % at 9.99 µM. 0.096% of 360,000 active; in the data active means inhibition above about 40%
Rv3671c inh: inhibitors of M. tuberculosis serine protease Rv3671c | P9WHR9 | inhibition, % at 5.96 µM | 0.048% of 320,000 active; in the data active means inhibition above about 38%;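 further: extracellular domain of Rv3671c used as enzyme; 0% = enzyme with DMSO and 100% = no enzyme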
Target sequence (P9WHR9 whole entry, looked up, the tested form may be a part): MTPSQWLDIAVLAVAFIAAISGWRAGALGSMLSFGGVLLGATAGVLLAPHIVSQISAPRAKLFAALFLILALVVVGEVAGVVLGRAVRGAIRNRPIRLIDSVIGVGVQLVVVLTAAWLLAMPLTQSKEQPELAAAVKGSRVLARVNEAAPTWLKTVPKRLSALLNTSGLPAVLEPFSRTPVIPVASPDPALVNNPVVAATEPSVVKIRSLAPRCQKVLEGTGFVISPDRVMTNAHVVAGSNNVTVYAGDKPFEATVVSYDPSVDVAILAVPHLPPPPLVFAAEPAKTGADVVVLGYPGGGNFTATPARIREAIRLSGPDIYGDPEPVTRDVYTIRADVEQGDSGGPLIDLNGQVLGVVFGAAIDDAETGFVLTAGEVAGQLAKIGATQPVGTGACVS
GDH-TPI counter: GDH-TPI coupled enzyme inhibition counter-screen. GDH-TPI coupled enzyme counterscreen, NADH absorbance. inhibition, % at 4.8 µM. 1.2% of 360,000 active. AID 588335;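 further: 0% = DMSO wells and 100% = wells lacking the enzyme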
FBA Mtb inh: inhibitors of M. tuberculosis fructose-bisphosphate aldolase | 2.3% of 360,000 active | purified M. tuberculosis FBA, fluorescence read-out | P9WQA3 | inhibition, % at 1 µM; in the data active means inhibition above about 27%;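 further: 0% = vehicle and 100% = reference inhibitor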
Target sequence (P9WQA3 whole entry, looked up): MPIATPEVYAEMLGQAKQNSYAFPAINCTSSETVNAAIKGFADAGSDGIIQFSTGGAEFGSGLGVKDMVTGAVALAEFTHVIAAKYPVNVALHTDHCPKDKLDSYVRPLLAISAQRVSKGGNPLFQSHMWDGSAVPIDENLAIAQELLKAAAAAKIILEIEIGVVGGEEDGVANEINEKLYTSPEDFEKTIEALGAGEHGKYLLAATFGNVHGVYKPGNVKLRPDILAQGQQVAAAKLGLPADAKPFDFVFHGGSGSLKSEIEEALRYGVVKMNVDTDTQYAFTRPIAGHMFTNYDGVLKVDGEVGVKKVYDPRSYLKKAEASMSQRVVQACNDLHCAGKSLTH
CCHF vOTU inh: blocks the CCHF virus ovarian tumor domain protease. AID 651958. CCHFV vOTU protease, Pep-AMC fluorescence. inhibition, % at 11.5 µM. 0.55% of 370,000 active; further: 0% = vehicle wells with enzyme and 100% = no enzyme wells
* hit, by the source's call; / = not tested or not shown; & = joins results of further samples. Unless noted, no stated cut-off is given here; in the data, active means inhibition above about 30%; inactive means the rest.

canonical_smiles | FadD28 FP inh | VHR inh abs | BoNT F protease | MazEF act | Mtb UGM inh | Mtb BioA inh | Rv3671c inh | GDH-TPI counter | FBA Mtb inh | CCHF vOTU inh
O=C(CN1CCN(S(=O)(=O)c2cccc(Cl)c2)CC1)N1CCCCC1 | -0.4 | / | -4 | 2 | -0.8 | 3.8 | -2 | 5 | 3 | 7
Cn1c2c(c3ccccc31)CCN=C2c1ccccc1 | -4.0 | / | -4 | 1 | 0.3 | 0.0 | 5 | 3 | 0 | 3
CC(C)(C)c1ccc(C(=O)NNC(=O)C(=O)N2CCCCC2)cc1 | 2.1 | 26 | 8 | 1 | 0.7 | -2.4 | 4 | 29 | 3 | 0
CCn1c(C)c(C(=O)O)c2cc(OC)ccc21 | -3.9 | 17 | -8 | 4 | -4.2 | -1.3 | -6 | -1 | 3 | 6
Cc1ccc(C)c(N2CCN(C(=O)CCc3nc(-c4ccccc4Br)no3)CC2)c1 | -2.9 | / | -3 | -11 | / | 0.0 | / | -1 | -4 | 0
C1CN(CC2COC(CN3CCOCC3)CO2)CCO1 (configuration not stated) | -0.8 | / | -4 | -4 | / | -1.3 | / | 4 | 1 | -4
CCN(C(=O)CN1CCN(c2ccccc2)CC1)c1c(N)n(Cc2ccccc2)c(=O)[nH]c1=O | -1.3 | 7 | 2 | -3 | -2.5 | -0.7 | 1 | -6 | -8 | 4
CC1(c2ccccc2)CC(C)(C)N2C(=O)C(=O)c3cccc1c32 (configuration not stated) | -3.7 | -8 | -3 | -2 | 3.5 | 2.0 | -8 | 9 | -2 | 6
CCOC(=O)N1CCN(C(=O)c2cn(CC)c3ccc(S(=O)(=O)N4CCC(C)CC4)cc3c2=O)CC1 | -0.4 | 6 | 3 | -28 | -0.1 | 2.6 | -14 | 8 | 5 | 13
CCCN(CCC)S(=O)(=O)c1ccc(C(=O)OCCN2C(=O)c3cccc4c(N5CCOCC5)ccc(c34)C2=O)cc1 | -1.4 | -17 | 32 | -540 | / | / | -5 | 5 | 1 | /

Whole records from above. Order of screens: FadD28 FP inh	VHR inh abs	BoNT F protease	MazEF act	Mtb UGM inh	Mtb BioA inh	Rv3671c inh	GDH-TPI counter	FBA Mtb inh	CCHF vOTU inh
O=C(CN1CCN(S(=O)(=O)c2cccc(Cl)c2)CC1)N1CCCCC1 in the list: -0.4	/	-4	2	-0.8	3.8	-2	5	3	7
CCN(C(=O)CN1CCN(c2ccccc2)CC1)c1c(N)n(Cc2ccccc2)c(=O)[nH]c1=O in the list: -1.3	7	2	-3	-2.5	-0.7	1	-6	-8	4

Next part.
canonical_smiles | FadD28 FP inh | VHR inh abs | BoNT F protease | MazEF act | Mtb UGM inh | Mtb BioA inh | Rv3671c inh | GDH-TPI counter | FBA Mtb inh | CCHF vOTU inh
Cc1cc(C)c(NC(=O)CSc2nnc(-c3ccccn3)n2N)c(Cl)c1 | -1.3 | 8 | / | 10 | -0.1 | -2.4 | 4 | 6 | 1 | 6
O=C(CSc1cn(CC(=O)N2CCCCC2)c2ccccc12)NCC1CCCO1 (configuration not stated) | -0.1 | 5 | -2 | 5 | 0.9 | -1.9 | 1 | -3 | 1 | -6
Cc1nc(C(=O)NCc2ccccc2)sc1C1(C)CC(c2ccccc2)=NO1 (configuration not stated) | 0.6 | -1 | 0 | 2 | -1.2 | -0.1 | -8 | -2 | 1 | 6
N#CC1=C(N)Oc2n[nH]c(-c3cccs3)c2C1c1ccco1 (configuration not stated) | -1.9 | 21 | -6 | -57 | -0.4 | 4.0 | -57 | 6 | 1 | -6
CCOC(=O)C1CCN(c2cc(=O)n(C3CCCCC3)c(=O)[nH]2)CC1 | -5.5 | 24 | 1 | 0 | -1.6 | -1.6 | 11 | -10 | 1 | 1
Clc1ccc2nc(-c3ccco3)c(Cc3ccccc3)n2c1 | -4.0 | / | 8 | / | / | 0.1 | / | / | 3 | 8
COc1ccc(CNc2cc(C)ccn2)c(O)c1 | 0.6 | 6 | -3 | 2 | -0.4 | -0.4 | -1 | -4 | 5 | -7
CC1S/C(=C(\C#N)C(=O)NCc2ccco2)N(Cc2ccco2)C1=O (configuration not stated) | -2.4 | 19 | -3 | 6 | 0.1 | -0.5 | 6 | 11 | -1 | 5
C=CCn1cc(-c2cccc(Cl)c2)cc(C#N)c1=O | -0.3 | -11 | 3 | 6 | -2.5 | -0.3 | 3 | 2 | 28* | -26
CN1C(=O)C(c2ccccc2[N+](=O)[O-])C(=O)c2ccccc21 (configuration not stated) | -3.9 | 26 | -16 | 9 | 1.0 | 0.7 | -3 | -4 | -6 | 16
COc1ccc2oc(C(=O)NCC3CCCO3)c(C)c2c1 (configuration not stated) | -2.9 | 52* | 0 | -1 | 3.7 | -1.7 | -8 | 3 | 25 | -1
CCOc1ccc(NC(=O)CCS(=O)(=O)c2ccc(C)cc2)cc1 | / | 2 | 0 | 3 | 0.0 | -3.2 | -7 | 1 | 0 | 1
C=CCNC(=O)C(=O)NCC(c1ccc2c(c1)OCO2)N1CCN(c2ccc(F)cc2)CC1 (configuration not stated) | -0.3 | 4 | 4 | 2 | -1.8 | 0.2 | 0 | 9 | 0 | 8
CC(C)OC(=O)c1c(NC(=O)C2CC=CCC2C(=O)O)sc2c1CCCCC2 (configuration not stated) | -3.1 | 29 | 11 | -1 | 3.2 | 3.3 | -10 | 6 | 16 | 24
O=C1NC2(CCCCC2)C(=O)N1CCS(=O)(=O)Oc1ccc(Br)cc1 | 0.6 | 26 | -4 | -13 | -1.3 | / | 4 | 5 | -1 | -1
CN1C(=O)CC(C(=O)Nc2ccc(F)cc2)SC1=Nc1ccc2c(c1)OCO2 (configuration not stated) | -1.4 | 13 | -15 | -3 | 0.0 | 20 | -2 | -3 | -1 | -8
O=C(C[n+]1ccccc1)NNc1ccccc1 | -3.9 | / | -9 | 2 | -3.3 | -0.3 | 2 | -7 | 1 | 12
Cc1nnc(N/N=C/c2cc([N+](=O)[O-])c(N3CCC(C)CC3)cc2N2CCC(C)CC2)n1N | -3.0 | 0 | -16 | -4 | -2.4 | -2.3 | -29 | 9 | 2 | 96*
O=C(O)CN1C(=O)/C(=C\c2cc(Br)ccc2OCc2ccccc2Cl)SC1=S | -3.2 | 11 | -6 | -29 | 0.2 | 3.9 | -24 | 13 | 6 | 25
COC(=O)C1=C(C)Nc2c(c(=O)n(C)c(=O)n2C)C1c1ccncc1 (configuration not stated) | 1.6 | -5 | -1 | 6 | -0.2 | -0.9 | 4 | 9 | 0 | 11

In a second layout: entries from further up
CN1C(=O)CC(C(=O)Nc2ccc(F)cc2)SC1=Nc1ccc2c(c1)OCO2 (configuration not stated)
  FadD28 FP inh = -1.4; VHR inh abs = 13; BoNT F protease = -15; MazEF act = -3; Mtb UGM inh = 0.0; Mtb BioA inh = 20; Rv3671c inh = -2; GDH-TPI counter = -3; FBA Mtb inh = -1; CCHF vOTU inh = -8

O=C(C[n+]1ccccc1)NNc1ccccc1
  FadD28 FP inh = -3.9; VHR inh abs = /; BoNT F protease = -9; MazEF act = 2; Mtb UGM inh = -3.3; Mtb BioA inh = -0.3; Rv3671c inh = 2; GDH-TPI counter = -7; FBA Mtb inh = 1; CCHF vOTU inh = 12

Next section
canonical_smiles | FadD28 FP inh | VHR inh abs | BoNT F protease | MazEF act | Mtb UGM inh | Mtb BioA inh | Rv3671c inh | GDH-TPI counter | FBA Mtb inh | CCHF vOTU inh
C(=N\N1CCN(Cc2ccccc2)CC1)/c1cccnc1 | -0.9 | -7 | -6 | -3 | 0.2 | 3.9 | -10 | 2 | -3 | 12
O=C(CSc1nnc(-c2ccccc2Cl)o1)Oc1ccc(Br)cc1 | -2.4 | 14 | -8 | -10 | 1.6 | -0.5 | 6 | 4 | -2 | 5
O=C(OCCN1CCCC1=O)c1cncc(Br)c1 | -1.2 | 6 | 1 | -2 | 2.3 | -2.2 | 5 | 2 | -2 | -9
CCc1ccc(CN2CCC(C(=O)Nc3cccc(-c4nnc(C)s4)c3)CC2)o1 | -3.0 | 4 | -15 | -14 | 4.5 | 0.0 | -5 | 9 | 6 | /
Cc1cccc(N2CCN(C(=O)c3cc4n(n3)C(C(F)(F)F)CC(c3ccco3)N4)CC2)c1C (configuration not stated) | -4.3 | 6 | 9 | 1 | -0.3 | -1.3 | 4 | -6 | -2 | 25
CCCCc1cc(=O)oc2cc(OCC(=O)N3CCC(C(=O)O)(c4ccccc4)CC3)ccc12 | -5.3 | 16 | 0 | -23 | 0.3 | 0.5 | -8 | 13 | 10 | -5
Cn1ccnc1C(=O)c1cc(=O)c2ccccc2o1 | -2.6 | 32 | -1 | 1 | -1.0 | -0.8 | 1 | 8 | -3 | -13
O=C(CSc1nc2ccccc2c(=O)n1-c1ccccc1)NC(=O)CN1CCCC1=O | -0.4 | 11 | 3 | 9 | 1.2 | / | 3 | 4 | -2 | -10
O=C(O)CC1(CC(=O)Nc2ccccc2Br)CCCC1 | 1.7 | / | -6 | 8 | 1.6 | / | 5 | 17 | 1 | 9
Oc1cccc(C=NCc2ccccc2)c1 | -2.7 | 26 | -16 | 2 | -0.1 | -1.7 | -11 | -7 | 1 | -6
CN1[C@@H](CC(=O)c2ccccc2)CCC[C@H]1C[C@H](O)c1ccccc1 | -1.4 | 1&-2 | -1 | 7 | / | 0.9 | -10 | 2 | 5 | 0
CCOC(=O)CNC(=O)c1nn(-c2cccc(OC)c2)c(=O)c2ccccc12 | -1.4 | -11 | -14 | 5 | 1.8 | -0.8 | 3 | -10 | 1 | 9
N#CC(C#N)=c1ccc2c(c1)NC1(CCCCC1)N=2 | 1.5 | 19 | -25 | 7 | 0.4 | / | -22 | 22 | -3 | 28
COc1ccccc1C(=O)N/C(=C\c1cn(C)c2ccccc12)C(=O)NCCN1CCOCC1 | -0.2 | / | -4 | 4 | / | 0.0 | / | 22 | -2 | -2
COc1cc(/C=N/Nc2ccc(S(N)(=O)=O)cc2[N+](=O)[O-])cc(OC)c1O | -0.6 | 9 | 0 | 6 | 3.0 | / | 8 | 42* | -23 | 10
COCCNC(=O)C1(C)CCCN(Cc2ccc(-c3ccccn3)cc2)C1 (configuration not stated) | -3.0 | / | -6 | / | / | 0.3 | / | 0 | -1 | 10
Cn1c(=O)c2cc(NC(=O)NCc3ccc(F)cc3)ccc2n1C | -17 | / | 0 | / | / | -0.4 | / | 12 | 162* | -196
CCN1C[C@@H]2[C@@H]3C(=O)N(C)C(=O)[C@@H]3[C@](CC)(C(=O)OC)N2C1=NC | -2.4 | / | -4 | 10 | / | 0.1 | / | 5 | -2 | -7
Cn1nccc1NC(=O)NC(=O)c1c(Cl)cccc1Cl | -0.5 | 12 | -4 | 7 | -0.2 | / | 4 | 6 | -2 | -4
CCOC(=O)c1nn(-c2ccccc2C)c(=O)c(C#N)c1C | 0.0 | 23 | -3 | 7 | 0.7 | 0.9 | 6 | 5 | -6 | 16
Cc1cccc(-n2ncc3c2CCCC3NC(=O)C2=CC(=O)CC(C)(C)O2)c1C (configuration not stated) | -4.8 | 19 | 2 | -1 | -1.1 | 0.5 | -3 | -2 | -7 | 13
O=C(NCC(=O)N(c1ccc(Cl)cc1)C(C(=O)NC1CCCC1)c1ccncc1)c1ccco1 (configuration not stated) | -0.3 | -8 | -4 | -1 | -0.4 | -1.8 | 4 | -1 | -3 | 6
OCCCNc1nc(-c2ccc(Cl)cc2)nnc1-c1ccc(Br)cc1 | -6.4 | -2 | -7 | 9 | 1.2 | / | -4 | 9 | -1 | 6
COc1ccc(C2C=C(c3ccccc3)Nc3nc(CCCO)nn32)cc1 (configuration not stated) | / | -4 | / | 6 | -0.7 | / | -5 | / | / | -84
CN(C)S(=O)(=O)c1ccc(Cl)c(C(=O)Nc2cccc3ncccc23)c1 | / | 5 | 2 | 11 | 4.7 | -1.0 | -9 | -1 | 2 | 16
Cc1ccc(C(O)c2ncc(-c3ccc(Cl)cc3)[nH]2)cc1 (configuration not stated) | -2.1 | / | 6 | / | / | 1.1 | / | 7 | -2 | -1
CC(=O)c1ccc(OCC(=O)OC(C)C(=O)NC2CCCCC2)cc1 (configuration not stated) | -1.9 | / | 3 | 5 | -1.5 | 0.5 | -8 | 14 | 3 | 1
CC(C)CCOCC(=O)Nc1cccc(C(=O)O)c1 | -3.2 | 1 | -4 | 4 | -0.5 | -1.9 | -6 | -2 | 1 | -4
O=C(O[C@@H](C(=O)O)[C@@H](OC(=O)c1ccccc1)C(=O)O)c1ccccc1 | -0.1 | / | -1 | 5 | 3.9 | 0.4 | 2 | -2 | -1 | -4

No enrichment for hits; any-hit rate near 4.9%.
